Source: PubChem (National Center for Advancing Translational Sciences (NCATS))
Pf Dd2 inh = blocks in vitro growth of P. falciparum Dd2 | P. falciparum Dd2 growth, SYBR Green, 72 h | Potency, µM (highest dose often 28.9 µM), inactives show at the top dose activity, negative = inhibition, actives largely listed as inhibitors | 4.3% of 120,000 active | AID 1347417; active means well fitted inhibition curve with a large enough effect; inconclusive means small, poorly fitted or top-dose-only effect; inactive means no such curve, though single readings can be large or run the other way;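 further: plate controls were DMSO vehicle for no effect and reference drug for full effect; nearly all actives have a fitted effect of over 65% in size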
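Readout: SYBR Green fluorescence, 485 nm excitation, 535 nm emission, after ~16 h lysis at 37C. Before that, Dd2-infected red cells (2.5% hematocrit) grew 72 h with compound, 29 uM top final concentration.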
* = called active by the depositor; i = inactive; ? = inconclusive; [ ] = remark or other dose. Potency means the concentration at half of the fitted maximal effect.

Start of the data: the first 3 compounds as a preview:
SMILES | Pf Dd2 inh
Cc1ccc(CNc2ncnc3c2nc2n3CCCC2)cc1 | 10%
Cn1ccc(NC(=O)[C@@H]2C[C@@H](c3ccc(F)cc3)N(Cc3ccccc3)C2)n1 | 13µM*
COc1ccc(CN2CCOc3nc(-c4cccc(C#N)c4)ncc3C2=O)cc1 | i

Results (from the top)
SMILES | Pf Dd2 inh
Cc1ccc(CNc2ncnc3c2nc2n3CCCC2)cc1 | 10%
Cn1ccc(NC(=O)[C@@H]2C[C@@H](c3ccc(F)cc3)N(Cc3ccccc3)C2)n1 | 13µM*
COc1ccc(CN2CCOc3nc(-c4cccc(C#N)c4)ncc3C2=O)cc1 | i
CC(C)Cc1cc(C(=O)NCC2CCN(c3cnn(C)c(=O)c3)C2)no1 (stereo not given) | i
COc1cccc2cc(-c3nc(-c4ccc(C)cc4)c(C)s3)c(=O)oc12 | 75%[activator]
Cc1cc(=O)n2nc(N(C)CC(=O)NCc3ccccc3C)sc2n1 | 50%[activator]
Cc1cccc(NC(=O)N2CCC(OC3CCN(S(C)(=O)=O)CC3)CC2)c1C | -10%
Cc1ccc(CN2C[C@@H]3C(=O)N(Cc4ccc5c(c4)OCO5)C(=O)[C@@H]3C2)c(C)c1 | 7%
COCCN1CC(CO)C2(CCN(C(=O)COc3ccccc3)CC2)C1 (stereo not given) | -19%
Cc1ccc(-c2cc(C(=O)NCc3cccnc3)c3c(c2)ncn3C)cn1 | 16%[44.1 µM]
Cc1nc2c(c(-c3ccc(Cl)cc3)n1)CCN(C(=O)Nc1ccc(Cl)cc1)CC2 | ?
CCn1ncc(N2CCCC(CC(=O)NCc3ccccc3C)C2)cc1=O (stereo not given) | -16%
CCCCN1CCC(N(C(=O)NCCc2ccccc2)C2CCOCC2)CC1 | -30%
COc1ccc(-c2noc(-c3nc(Cc4ccc(F)cc4)no3)n2)cc1 | i
CCCn1nccc1C(=O)N1CCCC(c2[nH]ncc2Cc2ccccc2)C1 (stereo not given) | -9%

Entries from the list above that contain four or more nitrogen atoms:
SMILES | Pf Dd2 inh
Cc1ccc(CNc2ncnc3c2nc2n3CCCC2)cc1 | 10%
Cn1ccc(NC(=O)[C@@H]2C[C@@H](c3ccc(F)cc3)N(Cc3ccccc3)C2)n1 | 13µM*
COc1ccc(CN2CCOc3nc(-c4cccc(C#N)c4)ncc3C2=O)cc1 | i
CC(C)Cc1cc(C(=O)NCC2CCN(c3cnn(C)c(=O)c3)C2)no1 (stereo not given) | i
Cc1cc(=O)n2nc(N(C)CC(=O)NCc3ccccc3C)sc2n1 | 50%[activator]
Cc1ccc(-c2cc(C(=O)NCc3cccnc3)c3c(c2)ncn3C)cn1 | 16%[44.1 µM]
Cc1nc2c(c(-c3ccc(Cl)cc3)n1)CCN(C(=O)Nc1ccc(Cl)cc1)CC2 | ?
CCn1ncc(N2CCCC(CC(=O)NCc3ccccc3C)C2)cc1=O (stereo not given) | -16%
COc1ccc(-c2noc(-c3nc(Cc4ccc(F)cc4)no3)n2)cc1 | i
CCCn1nccc1C(=O)N1CCCC(c2[nH]ncc2Cc2ccccc2)C1 (stereo not given) | -9%

More results follow:
SMILES | Pf Dd2 inh
COc1cccc(CN2C(=O)C3(SCC(=O)N3c3cc(C)cc(C)c3)c3ccccc32)c1 (stereo not given) | i
COC[C@@H]1CN(c2ncccn2)C[C@H]1C(=O)NCCn1cccn1 | 14%
CCCN1CCN(CCCNC(=O)Cn2nc(C)n3c(cc4c(OC)cccc43)c2=O)CC1 | -4%
O=C(NC1C[C@H]2CC[C@@H](C1)N2C(=O)Cc1cccc(Cl)c1)c1ccncc1 (stereo not given in full) | -26%
Cc1ccc(C(=O)N2CC3(Cc4ccccc4NC3=O)C2)cc1 | 9%
COc1ccccc1CC(=O)NCC1CCN(c2cnn(C)c(=O)c2)C1 (stereo not given) | -8%
CCOc1ccc(NS(=O)(=O)c2cc3c(cc2Cl)NC(=O)CO3)cc1 | 6%
COc1ccc(CN2CCN(Cc3cc(=O)oc4cc(C)ccc34)CC2)c(OC)c1OC | -6%
Cc1ccc(-c2cc(N)n(Cc3cccc(Cl)c3)n2)cc1 | i
CCCC(=O)N1Cc2ccccc2CC2(CCCN(C)C2)C1 (stereo not given) | ?
CNc1nc2c(c(C(=O)N3CCCC3)n1)CN(C(=O)C1CC(C(C)C)=NO1)CC2 (stereo not given) | 11%
Cc1cnc(-c2cccnc2)n1C1CCN(S(=O)(=O)c2cccc(F)c2)CC1 | ?
CSc1ccc(CNC(=O)C2CCN(c3nnc(-n4cccc4CNc4ccc(C)cc4)s3)CC2)cc1 | ?
COc1ccc(C(=O)NC2CCN(c3cc(-c4ccc(Cl)cc4)[nH]n3)CC2)c(C)c1 | i
CC1CCN(C(=O)C(C)Sc2nc(-c3ccccc3)cc(C(F)(F)F)n2)CC1 (stereo not given) | ?

Reformatted as comma-separated lines: entries from further up.
Molecule,Pf Dd2 inh
CNc1nc2c(c(C(=O)N3CCCC3)n1)CN(C(=O)C1CC(C(C)C)=NO1)CC2 (stereo not given),11%
CSc1ccc(CNC(=O)C2CCN(c3nnc(-n4cccc4CNc4ccc(C)cc4)s3)CC2)cc1,?

Carrying on.
SMILES | Pf Dd2 inh
COc1cccc(Cn2c(CNS(=O)(=O)c3ccc4c(c3)CCCC4)nc3cccnc32)c1 | -26%
COc1cc(NC(=O)CCCc2nnc3n(CC(C)C)c(=O)c4sccc4n23)cc(OC)c1 | i
O=C(NCc1cccs1)C1(c2ccc(Cl)cc2)CCOCC1 | -14%
O=C(CCCc1ccccc1)N1CCC(C2CCNC2)CC1 (stereo not given) | -13%
COc1ccc(CCC(=O)N2CCC3(CC2)CC(O)CCO3)cc1 (stereo not given) | 24%
COc1cc(CN2CCc3nc(N4CCN(c5ccccc5F)CC4)ncc3C2)ccc1OC(C)C | -13%
Cc1noc(-c2ccc(OC3CN(S(=O)(=O)c4c(C)noc4C)C3)cc2)n1 | ?
Cc1sc2c(c1C)c(=O)n(Cc1ccccc1)c(=O)n2CC(=O)N(C)c1ccccc1 | 29%
CC(=O)Nc1ccc(S(=O)(=O)NCCc2cn3ccsc3n2)cc1 | 23%
NC(=O)c1cnc2n1CCN(C(=O)c1cccc(Oc3ncccn3)c1)C2 | -17%
COc1cc2c(cc1OC)C(CNS(=O)(=O)c1ccc(C)cc1)N(C(=O)NC(C)(C)C)CC2 (stereo not given) | ?
Cc1nc2c(c(-c3ccc(O)cc3)n1)CN(C(=O)C1CC1)CCC2 | 21%[44.1 µM]
COc1cccc(-c2ccc(-c3noc(-c4ccccc4Br)n3)c(OC)n2)c1 | 7%
CN1CC2(CCN(Cc3ccccc3C#N)CC2)CC(c2ccccc2)C1=O (stereo not given) | i
COc1ccc(-n2nc(C3CCN(C(=O)Cc4ccc(F)cc4)CC3)[nH]c2=O)cc1 | -2%
CCOC(=O)c1c(Oc2ccc(C(=O)OC)cc2)nnc(-c2ccccc2)c1-c1ccccc1 | ?
Cc1ccc(S(=O)(=O)c2cn(CC(=O)Nc3ccc(C)c(Cl)c3)c3ccc(C)cc3c2=O)cc1 | -26%
CCN(C(=O)C1CCC(CNS(=O)(=O)c2cccc3nsnc23)CC1)c1ccccc1 (stereo not given) | ?
COc1ccc(C)cc1NC(=O)c1ccc2c(c1)CCN2S(=O)(=O)c1ccc(Cl)cc1 | ?
CN(CCc1ccccn1)C(=O)CC1CCCN(c2cnn(CC3CC3)c(=O)c2)C1 (stereo not given) | ?
COc1ccc(-c2onc(C)c2C(=O)NCCC(c2ccccc2)c2ccccc2)cc1 | i
CCn1cc(S(=O)(=O)NCC2Cn3cccc3CN2Cc2ccccc2)cn1 (stereo not given) | ?
Cc1ccc(NC(=O)CN2C(=O)CC(c3ccc(F)cc3)=Nc3ccccc32)cc1F | -28%
O=C(NCc1ccc(F)cc1)c1cc(C2CC2)nc2onc(C3CCCNC3)c12 (stereo not given) | 8.9µM*
COc1ccc(-c2cc(C)no2)cc1S(=O)(=O)NC(C)C | i
CC(C)c1cc(-c2nc(-c3cccc(Cl)c3)no2)n[nH]1 | -22%
CC(=O)Nc1ccc(CN2CC3(C2)C(=O)N(Cc2cccc(Cl)c2)C(=O)[C@@H]2C[C@@H](O)CN23)cc1 | ?
Cc1c(Cl)cccc1NC(=O)Cn1c(=O)n(Cc2nc(-c3ccccc3)no2)c(=O)c2cc3c(cc21)OCO3 | -12%
CCN(CC)Cc1cnc2c(C(=O)NC3CCC(O)CC3)cnn2c1 (stereo not given) | -14%
CCS(=O)(=O)Nc1ccc(C(=O)N2CCC3(CCCN(C)C3=O)C2)cc1 (stereo not given) | -6%
O=C(Nc1nc2c(F)cc(F)cc2s1)c1ccc2c(c1)OCCO2 | ?
COc1cccc(CN2Cc3cc(NC(=O)c4ccc([N+](=O)[O-])cc4)ccc3OCC2=O)c1OC | -6%
O=C(Nc1cccc(C(F)(F)F)c1)C1CCN(S(=O)(=O)c2cccs2)CC1 | -4%
CSc1ccc(NC(=O)c2ccc3c(c2)N(C)C2CCCCN2C3=O)cc1 (stereo not given) | -4%
O=c1c2nc(-c3ccoc3)ccc2ncn1-c1ccccc1 | i
COc1ccc(S(=O)(=O)NCC(c2ccco2)N2CCN(c3ccccc3F)CC2)cc1OC (stereo not given) | ?
Cc1ccc(C2=NC3(CCN(C(=O)c4cccc5[nH]ccc45)CC3)ON2)cc1 | i
Cc1nnnn1CCC(=O)NCC1CCN(c2cnn(C)c(=O)c2)C1 (stereo not given) | 22%
COc1ccccc1CC(=O)N1CCCc2ncc(C(=O)Nc3cccc(Cl)c3)cc21 | 2.5µM*
COc1cc(F)ccc1-c1ccnc2nc(C(C)C)nn12 | -19%
Cc1ccc(Cn2c(C3CCN(C(=O)c4ccccc4F)CC3)n[nH]c2=O)cc1 | -10%
O=C(Cc1ccccn1)N1CCc2nc(-c3ccc(Cl)cc3)nc(-c3ccccc3)c2C1 | i
O=C(c1ccc(CNc2nccc(-c3cccnc3)n2)cc1)N1CCCCC1 | ?
Cc1ccccc1S(=O)(=O)Cc1ccc(C(=O)NCCc2ccccc2)o1 | 9%
CCOc1ccc(NC(=O)C(=O)NCc2ccco2)cc1 | 68%[activator]
O=C(C1CCC1)N1CCc2cc(S(=O)(=O)NCc3ccc(F)cc3)ccc21 | 31%[activator]
Cn1cnc2cc(-c3ccc(N4CCOCC4)cc3)cc(C(=O)NCc3cccnc3)c21 | -15%[44.1 µM]
COc1ccc(OC)c(NC(=O)c2nc(SCc3ccccc3F)ncc2Cl)c1 | 0%
CC(C)(C)c1ccc(-c2cc(C[C@H]3CNCC[C@H]3CC(=O)N3CCC(n4c(=O)[nH]c5ccccc54)CC3)no2)cc1 | 6.3µM*
Cn1ccc(NC(=O)C2(C)CCCc3cnc(Nc4ccccc4)nc32)n1 (stereo not given) | -12%[44.1 µM]
Cc1ccccc1S(=O)Cc1ccc(C(=O)N2CCN(c3cccc(C)c3C)CC2)o1 (stereo not given) | ?
Cn1c(SCc2ccc(F)cc2)nc2ccc(C(=O)NCc3ccc(F)cc3)cc21 | ?
COc1ccc(-c2nc(C)nc3c2CN(C(=O)c2ccccc2F)CC3)cc1 | -8%
O=C(CSc1nnc(-c2ccccc2F)o1)Nc1cccc(C(F)(F)F)c1 | ?
COc1ccc(C)cc1NC(=O)c1c2c(nc3ccccc13)C(=O)N(C1CCCCC1)C2 | ?
COCCOC(=O)C1=C(C)N=C2SC=C(CC(=O)Nc3cccc(OC)c3)N2C1c1ccccc1 (stereo not given) | -1%
CCOC(=O)c1c(C)[nH]c(C)c1S(=O)(=O)N1CCC(C(=O)N2CCN(c3cccc(C)c3C)CC2)CC1 | 0%
O=C(c1csc(Cc2ccccc2)n1)N1CCC2(CCCNC2)C1 (stereo not given) | -29%
Cc1ccc(-c2cn3c(n2)sc2cc(C(=O)N4CCCCC4)ccc23)cc1 | ?
O=C(NCCCN1CCN(c2ccccc2F)CC1)c1sc2ncccc2c1-n1cccc1 | ?

(listing goes on)
SMILES | Pf Dd2 inh
COC1C(=O)N(C2CCN(C(=O)c3ccncc3)CC2)C12CCOCC2 (stereo not given) | -9%
Cc1cc(C)c(NC(=O)Cn2c(SCC(=O)NCc3ccccc3)nc3ccccc32)c(C)c1 | 29%
CN1C(=O)Cc2ccccc2C1C(=O)NC1CCCC1 (stereo not given) | 0%
Cc1ccc(Cn2c(SCc3ccc(C(=O)O)cc3)nc3cccnc32)cc1 | ?
O=C(NCc1ccccc1F)c1cc(Br)cn2ccnc12 | -3%
COc1cc2c(cc1OCC1CC1)NC(=O)C21CCN(c2ncc(F)cn2)CC1 | i
CNC(=O)[C@H]1C[C@H](Oc2ccccc2)CN1C(=O)Nc1ccc2c(c1)OCCO2 | 1%
Cc1nn(CCCC(=O)NCCc2ccc(Cl)cc2)c(=O)c2c1sc1ccccc12 | -12%
Cc1nn(-c2ccc(C(C)(C)C)cc2)c(C)c1[C@@H]1C=C[C@@H](NC(=O)c2ccc(N(C)C)cc2)C1 | ?
CC(=O)N1CCc2cc(S(=O)(=O)NCCCC(=O)N3CCC(CCOc4ccccc4)C3)ccc21 (stereo not given) | ?
C=C(C)CCC(C)N1CCC(N2CCC(C(=O)NCc3ccccn3)CC2)CC1 (stereo not given) | -13%
CC(=O)N1CCN(C(=O)C2CCCN(c3nc4ncccc4o3)C2)CC1 (stereo not given) | 3%[44.1 µM]
O=C(NC1CC1)[C@@H]1C[C@H](Oc2cccnc2)CN1C(=O)C1CCC1 | 18%
Cn1cccc1CN1CCC(C2CCN(S(C)(=O)=O)CC2)C1 (stereo not given) | i
CC(=O)N1CCC(C(=O)N2CCCN(S(=O)(=O)c3ccccc3)CCC(=O)NCC2)CC1 | 16%
Cc1cc(Cl)ccc1-c1ccc(CNC2CN(C(=O)OC(C)(C)C)C2)cc1 | ?
Cc1ccc(CN2CCCCCCNC(=O)CC2)s1 | i

These rows are one share of the data; count on the stated rates, not on these rows.
